Pf growth 48h: inhibits P. falciparum growth in the first generation, 48 h | P. falciparum luciferase growth in erythrocytes, 48 h | Potency, µM (series often up to 28.7 µM), without a hit: top-dose activity change, negative = inhibition, most hits filed as inhibitors | hit rate 5.9% among 310,000 | AID 504832; note: potency is the fitted concentration of half-maximal effect; % is set by controls: 0 for no effect and ±100 for the full control effect
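In quantitative HTS format, infected erythrocytes bearing luciferase-reporter parasites were treated for a single generation at 37 C. Luminescence after adding detection reagent served as the growth measure.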
LmPK inhibitor: inhibitors of Leishmania mexicana pyruvate kinase; AID 1721; hit rate 0.37% among 290,000; Q27686; Potency, µM (titrated, usually from 57.5 µM), inactives show at the highest dose activity change, negative = inhibition, most hits filed as inhibitors; purified LmPK, Kinase-Glo ATP luminescence, 1 h; note: potency is the fitted concentration of half-maximal effect; % is set by controls: 0 for no effect and ±100 for the full control effect
Target sequence (Q27686 whole entry, looked up): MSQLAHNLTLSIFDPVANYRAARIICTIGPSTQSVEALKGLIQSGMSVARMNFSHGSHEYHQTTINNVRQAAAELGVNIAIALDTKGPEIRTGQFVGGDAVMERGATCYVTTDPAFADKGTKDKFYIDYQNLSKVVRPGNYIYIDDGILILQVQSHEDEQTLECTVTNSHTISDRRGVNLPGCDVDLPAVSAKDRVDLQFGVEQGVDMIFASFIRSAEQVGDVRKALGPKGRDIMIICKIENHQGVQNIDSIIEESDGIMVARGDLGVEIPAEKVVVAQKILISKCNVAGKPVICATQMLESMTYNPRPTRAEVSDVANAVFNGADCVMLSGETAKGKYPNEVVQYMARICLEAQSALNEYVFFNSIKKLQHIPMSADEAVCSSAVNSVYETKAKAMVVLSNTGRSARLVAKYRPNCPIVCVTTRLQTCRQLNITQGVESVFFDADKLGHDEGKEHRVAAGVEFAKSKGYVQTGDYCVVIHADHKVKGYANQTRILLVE
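Kinase-Glo luminescence read after 1 h RT reaction of 0.1 nM LmPK with 0.5 mM PEP and 0.1 mM ADP. Activity scaled between uninhibited and enzyme-free controls.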
Tb PYK inh: blocks Trypanosoma brucei pyruvate kinase | Q57TT1 | TbPYK enzyme, Kinase-Glo Plus ATP luminescence, 45 min | Potency, µM (top dose mostly 76.8 µM), inactives show at the top dose activity, negative = inhibition, usual class: inhibitors | hit rate 0.12% among 410,000 | AID 624173; note: potency is the fitted concentration of half-maximal effect; % is set by controls: 0 for no effect and ±100 for the full control effect; nearly all actives have a fitted effect of over 50% in size
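TbPYK + substrate in 50 mM TEA pH 7.2, 100 mM KCl, 10 mM MgCl2, 0.05% BSA, 0.01% Tween-20; cpd pinned; ADP 130 uM final; 45 min RT; Kinase-Glo Plus 10 min; luminescence endpoint.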
Shiga inhibitor: Shiga toxin inhibition. Vero cells, Shiga toxin protein synthesis inhibition reporter. inhibition, % at 38.7 µM. hit rate 9.2% among 290,000. AID 2315; in the data active = inhibition mostly above about 28%, no sharp cut-off; inactive = mostly below about 43%; note: 0% is about no effect
Pf growth 96h: P. falciparum growth inhibition at 96 hour, primary screen for plastid delayed-death inhibitors | Potency, µM (highest dose often 28.7 µM), for inactives: top-dose activity change, negative = inhibition, usual class: inhibitors | hit rate 6.9% among 320,000 | AID 504834 | P. falciparum luciferase reporter growth, 96 h; note: potency is the fitted concentration of half-maximal effect; % is set by controls: 0 for no effect and ±100 for the full control effect
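Two-generation exposure (96 h) targets delayed-death phenotype. Reporter parasites carrying integrated firefly luciferase, in red cells at 2% hematocrit and 0.05% parasitemia final, kept at 37 C, 5% CO2; luminescence loss indicates inhibition.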
Cycloheximide cs: affects cycloheximide protein synthesis inhibition readout, counter-screen; cell reporter, cycloheximide protein synthesis inhibition counterscreen; max response, %; hit rate 12% among 300,000; AID 2314; in the data active = max response mostly above about 13%, no sharp cut-off; inactive = mostly below about 14%; note: read at 38.3 µM for the half of the compounds with a filed dose; 0% is about no effect
AMA1-RON2 inh: inhibitors of Plasmodium falciparum AMA1-RON2 interaction; AlphaScreen AMA1-biotinylated RON2 peptide binding; hit rate 0.2% among 360,000; Potency, µM (titrated, usually from 58.2 µM), inactives show at the highest dose activity change, negative = inhibition, actives largely listed as inhibitors; AID 720542;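 note: potency is the fitted concentration of half-maximal effect; 0% = vehicle wells and -100% = peptide control; nearly all actives have a fitted effect of over 45% in size; some results filed as inactive show a strong effect at the top dose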
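AMA1 (3D7) with his tag at 25 nM final met compounds first, then biotinylated RON2 peptide at 25 nM; detection used donor plus acceptor beads, 10 µg/mL apiece, read by AlphaScreen after 30 min at room temperature.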
The depositor's hits bear a star; ? = inconclusive; . = no result given; & = joins results of further samples; [ ] = remark or other dose. Unless noted, calls come from the whole dose curve; as a rule, active = well fitted curve in the direction sought with a large enough effect; inconclusive = small, poorly fitted or top-dose-only effect, or another doubt; inactive = no such curve, though single readings can be large; an effect the other way counts as inactive or inconclusive. Rows were taken by chance, and some 21% of all compounds hit somewhere here.

Molecule,Pf growth 48h,LmPK inhibitor,Tb PYK inh,Shiga inhibitor,Pf growth 96h,Cycloheximide cs,AMA1-RON2 inh
COc1ccc(S(=O)(=O)N2CCC(C(=O)N3CCN(C)CC3)CC2)cc1OC,21.0%,-9.0%,-5.7%,-0.9,3.3%,-7.9,2.6%
O=C(O)C(O)C(O)c1nc2ccccc2[nH]1 (centres undefined),0.9%,0.5%,5.3%,-5.5,41.7%[activator],-3.2,25.8%
CC(C)c1ccc(NC(=O)NC2CCN(CC(=O)Nc3cccc4ccccc34)CC2)cc1,.,0.5%,-3.9%,-14.9,14.4%,-2.5,-19.5%
COc1ccc(N(C)S(=O)(=O)c2cccc(C(=O)N3CCN(S(=O)(=O)c4ccc(C)cc4)CC3)c2)cc1,5.86µM*,-0.5%,3.4%,-2.0,2.62µM*,-1.0,-15.8%
Cc1ccc(S(=O)(=O)c2cnc3cc(C)nn3c2N)cc1,214.8%,1.1%,4.2%,-14.6,5.86µM*,0.2,1.6%
CCOC(=O)N1CCC(NCCNC(=O)c2ccccc2)CC1,5.0%&21.8%,-11.9%,5.3%&-0.4%,-6.6,18.9%&44.1%,-4.2,-12.4%&9.3%
COc1cc(OC)cc(C(=O)NCCS(=O)(=O)N2CCN(Cc3ccccc3)CC2)c1,1.6%,.,6.8%,.,?,.,-25.4%
CCOc1ccc(CNC(=O)CCCn2nc(C)c3c(C)n(-c4ccc(C)cc4)nc3c2=O)cc1,-21.8%,-0.5%,-5.6%&-7.0%,-12.1,0.3%,-1.1,-2.0%
NC(=O)c1ccc2c(c1)OCCO2,3.0%,4.6%,-1.6%,-14.4,0.0%,-3.4,5.0%
CCCCCC(=O)Nc1cccc(C2=NOC3(C2)C[C@H](C(N)=O)N(C(=O)c2ccccc2)C3)c1 (some centres undefined),?,-1.7%,0.1%,-5.3,?,-3.3,13.6%
CCCC(C(=O)NCc1ccco1)N(C(=O)CNS(=O)(=O)c1ccccc1)c1ccccc1OC (centres undefined),10.4µM*,9.8%,-2.3%,35.3,?,0.9,-1.5%
Cc1cc(NC(=O)CN2C(=O)NC(CC(C)C)C2=O)ccc1Br (centres undefined),-14.0%,.,5.8%,.,7.1%,.,0.0%
COc1ccc(OC(=O)c2cccc([N+](=O)[O-])c2)c(C(=O)/C=C/c2cccs2)c1,.,1.8%,4.2%,17.0,.,18.9*,?
O=C(NCc1ccc(Cl)cc1)C1CCN(S(=O)(=O)c2ccc(N3CCCC3=O)cc2)CC1,-17.7%,-4.7%,1.6%,17.1,13.1µM*,3.1,-8.2%
NC(=O)C1CCN(c2nc(-c3cccs3)cs2)CC1,16.4%,.,-18.3%,.,8.3%,.,.
Cc1cccc(-c2nc(CS(=O)CC(=O)N3CC(C)CC(C)C3)c(C)o2)c1 (centres undefined),19.4%,-5.2%,-1.7%,1.7,-4.6%,-3.2,6.0%
Cc1nnc(SCC(=O)c2ccc(Br)cc2)s1,2.0%,-0.9%,5.6%,40.7,10.2%,18.7*,-3.8%
O=[N+]([O-])/C=C/c1cn(Cc2ccccc2)c2ccccc12,?,-1.7%,-7.6%,-16.6,0.0%,-9.6,-16.8%
O=C(O)C1=C[C@H](c2cccs2)C[C@H](OCc2ccc(CO)cc2)O1,0.0%,0.0%,-5.1%,-4.7,0.0%,-0.1,0.0%
COc1ccc(/C=C2\C(=O)OCc3cc(OC)c(OC)cc32)cc1OC,?,-4.9%,-9.6%,-20.4,0.0%,-5.1,11.7%[2.32 µM]
CC(C)(C)OC(=O)NCCCC[C@@H](C(=O)N1CCN(C(=O)OC(C)(C)C)CC1)n1cc(CCC(=O)O)nn1,25.4%,1.6%,-2.2%,-5.0,38.5%[activator],-0.3,-1.5%
Cc1ccc(C(=O)N2CCCC(C(F)(F)F)C2)cc1S(=O)(=O)N1CCOCC1 (centres undefined),-8.8%,.,-8.4%,.,-19.5%,.,0.1%
CSc1nnc(-c2cnccn2)n1C,-10.7%,0.2%,-0.4%,-1.3,341.0%[activator],-4.0,2.5%
CCOC(=O)c1ccc(N2CCOCC2)c(NC(=O)c2nccnc2C(=O)O)c1,8.3%,-3.7%,-6.0%,-8.8,-0.7%,0.6,0.0%
O=C(CN1CCN(Cc2ccc3c(c2)OCO3)CC1)Nc1ccc2c(c1)OCCO2,-11.9%,-6.5%,-14.0%,2.7,455.5%[activator],10.0,-1.7%
c1csc(-c2nc3ccccc3[nH]2)c1,195.7%[activator],?,1.1%,65.2*,.,36.0*,12.1%
COCCn1c(=O)c2ccccc2c2ccccc2c1=O,2.0%,0.0%,-2.6%,-12.1,91.1%[activator],-1.8,-7.1%
COc1ccc(CCNC(=O)c2cc(C(=O)c3cc(C)ccc3O)cn(CCc3ccc(OC)cc3)c2=O)cc1,6.57µM*,-2.6%,-4.4%,12.9,3.29µM*,-0.4,-8.7%
Cc1cc(C(=O)CSc2nnc3c(Cl)cc(Cl)cn23)c(C)n1C,?,-1.1%,-3.6%,-4.3,-13.6%,-1.0,3.5%
CCOc1cc(N2CCOCC2)c(OCC)cc1NC(=O)COc1ncnc2ccc(Br)cc12,.,2.2%,-3.6%,-15.5,?,-4.6,4.4%

Compound profiles, from the list above. Order of values: Pf growth 48h, LmPK inhibitor, Tb PYK inh, Shiga inhibitor, Pf growth 96h, Cycloheximide cs, AMA1-RON2 inh
Listed for `CSc1nnc(-c2cnccn2)n1C` → -10.7%, 0.2%, -0.4%, -1.3, 341.0%[activator], -4.0, 2.5%
Listed for `Cc1cccc(-c2nc(CS(=O)CC(=O)N3CC(C)CC(C)C3)c(C)o2)c1` (centres undefined) → 19.4%, -5.2%, -1.7%, 1.7, -4.6%, -3.2, 6.0%
Listed for `CC(C)(C)OC(=O)NCCCC[C@@H](C(=O)N1CCN(C(=O)OC(C)(C)C)CC1)n1cc(CCC(=O)O)nn1` → 25.4%, 1.6%, -2.2%, -5.0, 38.5%[activator], -0.3, -1.5%
Listed for `NC(=O)c1ccc2c(c1)OCCO2` → 3.0%, 4.6%, -1.6%, -14.4, 0.0%, -3.4, 5.0%

Further records follow:
Molecule,Pf growth 48h,LmPK inhibitor,Tb PYK inh,Shiga inhibitor,Pf growth 96h,Cycloheximide cs,AMA1-RON2 inh
Cc1ccc(NC(=O)CN(C)C(=O)c2cccc(S(=O)(=O)N3CCCC3)c2)cc1,?,.,1.1%,.,?,.,-7.6%
C1CCC2S[C@H]3CCCCC3NC2C1 (some centres undefined),13.4%,-8.5%,3.1%,35.9,19.6%,-2.0,2.8%
C=CCn1c(C)csc1=Nc1ccc(C(=O)O)cc1,2.4%,-1.2%,-3.2%,43.2,33.5%[activator],12.3,-0.1%
CCN(CC)CCN1C(=O)C(=O)/C(=C(/O)c2c(C)[nH]c(C(=O)OC)c2C)C1c1cccc(OC)c1 (centres undefined),-10.8%,2.0%,-11.1%,17.6,-4.0%[5.75 µM],-1.9,9.4%
CCS(=O)(=O)N1Cc2ccccc2CC1C(=O)NCC12CC3CC(CC(C3)C1)C2 (centres undefined),-0.5%,3.4%,4.6%,18.4,.,3.9,-20.3%
CCCCNC(=O)Nc1nc2ccc(CC)cc2s1,43.5%[activator],3.8%,-2.8%,73.2*,45.0%[activator],34.4*,-2.9%
COc1ccc(NC(=O)c2ccc(=O)[nH]c2)cc1S(=O)(=O)N1CCCCC1,1.6%,-0.9%,.,-3.1,-7.7%,-1.0,.
COc1ccc(C(=O)N2CCCC(N3CCN(c4ccccc4F)CC3)C2)c(OC)n1 (centres undefined),-2.6%,-9.1%,-16.2%,1.8,13.1µM*,-0.8,2.6%
CCOc1ccc(C(=O)CC(Sc2ccc(C)cc2)C(=O)O)cc1 (centres undefined),12.8%,2.2%,-6.5%,16.9,17.5%,-1.2,-1.9%
Cc1c([C@@H]2C[C@H]3CN(Cc4cccc(Cl)c4)C(=O)[C@]34CCCN24)cnn1C,?,4.5%,1.9%,-5.3,?,-1.6,7.0%
O=C1CC(NCCC2=CCCCC2)C(=O)N1c1cccc(Cl)c1Cl (centres undefined),?,3.8%,.,-1.7,54.2%[activator],-4.8,.
Cc1ccc(S(=O)(=O)N2CCC(C(=O)OCC(=O)Nc3cc(S(C)(=O)=O)ccc3Cl)CC2)cc1C,7.8%,-1.2%,3.7%,-3.9,2.2%,0.6,-2.2%
CCOc1cc(/C=N/NC(=O)C(=O)NC2CC2)cc(Br)c1O,12.8%,0.0%,-6.5%,13.0,18.4%,-3.6,-17.8%
COc1cccc(CSc2nc3ccncc3[nH]2)c1,58.4%[activator],25.1µM*,-4.6%,50.4*,-5.9%,41.1*,4.2%
C/C(Cn1nc([N+](=O)[O-])cc1C)=N\NC(=O)c1ccc(C(C)(C)C)cc1,.,15.9%,2.9%,-6.8,11.8%,-2.8,48.8%[activator]
CCOc1ccc(CN2CCNC(=O)C2CC(=O)NCc2csc(C)n2)cc1 (centres undefined),-3.4%,4.4%,1.6%,-6.0,3.29µM*,0.2,15.1%
COCc1cc(C)nc(NCCO)c1C#N,61.8%[activator],1.9%,-3.8%,30.6,0.8%,-2.5,-5.5%
O=C(NCCC(=O)N1CCCC(C(F)(F)F)C1)c1ccc(Br)cc1 (centres undefined),-14.0%,-2.7%,8.6%,-6.3,?,-0.8,-2.3%
CCOc1ccc(/C=N/Nc2ccccn2)cc1OC,203.6%[activator],-1.7%,5.0%,110.0*,105.5%[activator],39.3*,7.7%
CC(=O)N1CCN(c2ccc(NC(=O)C(c3ccccc3)c3ccccc3)cc2)CC1,?,-0.4%,-13.6%,-2.6,-23.1%,-2.7,-4.3%
COc1cc(/C=N/Nc2nn3cnnc3c3ccccc23)ccc1O,?,7.94µM*,-18.1%,-1.5,?,1.7,35.5%[activator]
Cc1cccc2cc(CN(Cc3nnnn3C3CCCCC3)C3CCCC3)c3nnnn3c12,11.7µM*,3.6%,5.0%,13.2,.,-3.4,11.3%
CN(C)NC(=S)Nc1ccc(Cl)cc1,.,3.4%,-3.9%,2.8,-97.0%,15.9,32.3%[activator]
O=C1OC2(CCCCC2)OC(=O)C1=CNc1nccs1,20.3%,-2.6%,0.5%,-23.3,8.3%,-6.8,-0.5%
Cc1nc(NC(=O)/C=C/c2ccccc2)sc1C(=O)Nc1ccccc1Cl,142.2%[activator],0.4%,1.4%,19.4,247.8%[activator],1.4,-3.4%
O=C(CN1C(=O)NC2(CCCCC2)C1=O)Nc1cc(C(F)(F)F)ccc1N1CCCC1,2.3%,.,-10.0%,.,-16.3%,.,4.8%

From PubChem BioAssay
